Screening results (PubChem)
GLD-1 RNA inh: GLD-1-TGE RNA interaction inhibition (C. elegans); inhibition, % at 5.96 µM; Q17339; purified GLD-1 + fluorescein TGE RNA, fluorescence polarization; hit rate 0.44% among 320,000;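 active = percent inhibition above a per-plate cutoff, the plate mean of test compounds plus 3 SD, cut at about 30% in these data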;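 also: 0% = DMSO wells with GLD-1 and probe and 100% = wells lacking GLD-1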
Target sequence (Q17339 whole entry, looked up): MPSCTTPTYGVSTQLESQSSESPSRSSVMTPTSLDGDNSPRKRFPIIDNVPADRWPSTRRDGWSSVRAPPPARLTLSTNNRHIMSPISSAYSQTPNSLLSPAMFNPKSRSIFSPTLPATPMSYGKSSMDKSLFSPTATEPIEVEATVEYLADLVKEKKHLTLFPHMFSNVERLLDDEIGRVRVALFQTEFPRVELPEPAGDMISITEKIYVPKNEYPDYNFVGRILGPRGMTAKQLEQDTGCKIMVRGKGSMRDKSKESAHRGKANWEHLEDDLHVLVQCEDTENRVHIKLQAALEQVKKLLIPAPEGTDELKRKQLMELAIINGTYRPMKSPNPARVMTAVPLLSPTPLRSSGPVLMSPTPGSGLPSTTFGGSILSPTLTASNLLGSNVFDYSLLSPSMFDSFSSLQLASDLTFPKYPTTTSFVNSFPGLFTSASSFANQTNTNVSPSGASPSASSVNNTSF
AGP1 TOR yeast: modulators of TOR pathway AGP1-GFP in S. cerevisiae; S. cerevisiae AGP1-GFP multiplex flow cytometry, 3 h; GFP as percent of DMSO wells; AID 2066; hit rate 0.02% among 320,000; GFP response vs DMSO, % at 10 µM;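 active = GFP response relative to DMSO above a set limit, near screen average plus 3 SD, cut at about 150% in these data; inconclusive = fewer than 70 cells counted for the yeast strain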;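 also: median GFP channel fluorescence of the gated AGP1 strain per well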
Bcl-xL primary: Bcl-xL (human) inhibition; Q07817; GST-Bcl-xL / FITC-Bim BH3 peptide fluorescence polarization; inhibition, % at 10.9 µM; hit rate 0.7% among 320,000; AID 2129;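 active = inhibition above the mean of all tested compounds plus 3 SD, cutoff set per campaign, cut at about 30% in these data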;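 also: 0% = DMSO wells and 100% = unlabeled Bim-BH3 peptide competitor; inhibitors lower millipolarization by displacing the labeled peptide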
Target sequence (Q07817 whole entry, looked up): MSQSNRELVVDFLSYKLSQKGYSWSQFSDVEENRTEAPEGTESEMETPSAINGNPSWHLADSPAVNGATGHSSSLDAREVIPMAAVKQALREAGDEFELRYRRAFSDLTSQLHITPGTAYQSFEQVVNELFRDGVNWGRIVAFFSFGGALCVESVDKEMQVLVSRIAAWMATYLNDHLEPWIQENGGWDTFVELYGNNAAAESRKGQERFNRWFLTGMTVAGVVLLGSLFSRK
MEX-5 binding: C. elegans MEX-5 TCR-2 RNA binding activity | Q9XUB2 | MEX-5/FITC-TCR2 RNA binding, fluorescence polarization; active compounds read low | activity score (negative = inhibition of binding), % at 10 µM | hit rate 0.38% among 300,000 | AID 1832;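 active = inhibition past about -25% in most replicates, and total fluorescence under double the plate's negative control median, limit read from the data; inconclusive = replicates evenly split on the limit, or fluorescence at least double controls; inactive = too little inhibition in most replicates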;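 also: 0% = DMSO and -100% = 5 µM competing unlabeled TCR2 RNA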
MCL1 BIM primary: disrupts human MCL1 binding to BIM-BH3 peptide | Q07820 | inhibition, % at 10.9 µM | AID 2057 | GST-MCL1 / FITC-Bim-BH3 fluorescence polarization | hit rate 0.68% among 320,000;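 active = inhibition above the mean inhibition of all tested compounds plus 3 SD, set per campaign, cut at about 40% in these data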;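 also: 0% = DMSO wells and 100% = unlabeled Bim-BH3 peptide control; higher means more loss of mP so more displacement of Bim peptide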
Fam108B counter: Fam108B inhibition, counter-screen for RBBP9 inhibitors. recombinant Fam108B, FP-Rh probe fluorescence polarization. inhibition, % at 9.51 µM. hit rate 0.33% among 300,000;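 active = inhibition above the screen mean inhibition plus 3 SD, computed separately per campaign, cut at about 18% in these data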;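 also: inhibitors lower polarization as less probe binds the enzyme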
CIT2 TOR yeast: yeast TOR pathway CIT2-GFP modulation. S. cerevisiae CIT2-GFP strain, flow cytometry, 3 h; 100 means same as DMSO wells. hit rate 0.065% among 320,000. GFP response vs DMSO, % at 10 µM;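 active = GFP response relative to DMSO above a set limit, near the screen mean plus 3 SD, cut at about 150% in these data; inconclusive = Fewer than 70 cells measured for a yeast strain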;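 also: ratio of well median GFP fluorescence to mean of DMSO wells on the plate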
VLA-4 inh: inhibition in a human VLA-4 binding assay; P13612; VLA-4 expressing cells, ligand binding flow cytometry; inhibition, % (about 7 µM as worked out from the volumes in the protocol); hit rate 0.2% among 330,000; AID 2557; in the data active = inhibition above about 50%
GRK2 inh: blocks RNA aptamer binding to human GRK2; hit rate 0.59% among 330,000; bead flow cytometry, FAM-aptamer displacement from GRK2; inhibition of aptamer binding, % at 10 µM; P25098;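 active = inhibition of aptamer binding above 40%, roughly 3 SD of noise, on plates passing a quality check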;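 also: median bead fluorescence of bound FAM aptamer so fluorescent compounds give negative values; no value below 0 was filed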
* = called active by the depositor; u = inconclusive; x = not tested or not shown. The order is random; overall some 2.2% were active at least once.

SMILES	GLD-1 RNA inh	AGP1 TOR yeast	Bcl-xL primary	MEX-5 binding	MCL1 BIM primary	Fam108B counter	CIT2 TOR yeast	VLA-4 inh	GRK2 inh
CC1Cc2ccccc2N1C(=O)C1CCN(S(=O)(=O)Cc2ccccc2)CC1 (centres undefined)	-4	92	-1	0.2	-5	-4	88	13	0
CC1CCC(NC(=O)c2ccc(COc3ccccc3)o2)CC1 (centres undefined)	0	94	-6	-1.7	-7	1	91	-1	0
CCOC(=O)CSc1nc2sc(C(=O)O)c(C)c2c(=O)[nH]1	5	102	8	1.7	7	-3	94	-3	0
CCc1nc(SCC(=O)NCCc2ccccc2)n[nH]1	-3	u	1	0.0	-5	1	u	-2	1
CCc1c(C)[nH]c2nc3ccccc3n2c1=O	-2	94	9	-1.2	8	2	99	-9	0
S=C(Nc1ccccc1)N1CCN(C(=S)c2ccccc2)CC1	8	102	6	0.1	14	-1	97	4	12
COc1ccc(Br)cc1C(=O)Nc1nnn(C)n1	-5	99	0	3.3	-4	-2	109	-17	0
Nc1cc(Cl)ccc1C(=O)OCC(=O)NC(=O)NCc1ccccc1	0	103	-2	-0.2	-2	0	110	33	0
CC1CCN(C2CCN(S(=O)(=O)c3ccc(C(F)(F)F)cc3)CC2)CC1	6	99	5	0.2	13	2	96	3	3
NC(=O)c1ccccc1OCc1nc2ccccc2s1	-2	89	3	-3.9	1	-3	95	-5	1
CC(C)c1ccc(-c2nnc(N)s2)cc1	1	106	6	-2.1	11	-7	105	-4	0
O=C(O)/C=C\C(=O)Nc1ccccc1C#Cc1ccccc1	1	110	4	-2.6	3	-5	103	x	4
O=C(Nc1nc2ccccc2n1CCOc1ccccc1)c1ccco1	5	110	-1	-1.7	6	3	101	-7	0
Cc1ccc(S(=O)(=O)NC(=O)N2CCCC(C)(C)C2)cc1	11	100	2	0.8	1	-6	96	-3	1
CS(=O)(=O)c1ccc2nc(NC(=O)CN3CCN(Cc4ccccc4)CC3)sc2c1	1	98	-3	-0.6	-1	-6	96	6	0
CCSc1ncnc2c1sc1nc(-c3ccco3)c3c(c12)CC(C)(C)OC3	2	101	7	0.1	2	3	107	-4	1
CCCn1c(N)c(C(=O)CN(C)CC(=O)Nc2c(Cl)cccc2Cl)c(=O)[nH]c1=O	-6	101	-4	x	-3	x	93	13	1
O=C1NC(Cc2c[nH]c3ccccc23)C(=O)N1CCOc1ccc(F)cc1 (centres undefined)	0	95	4	0.7	-13	-1	93	5	3
COc1ccc(C(CNC(=O)COc2ccccc2C)N2CCCCC2)cc1 (centres undefined)	-8	90	-5	x	-8	x	86	-5	7
O=C(Cc1ccc(Cl)cc1)NNC(=S)NC(=O)c1cccs1	-3	113	5	0.5	7	0	108	16	0
O=C(Nc1ccccc1)c1ccc(=O)n(Cc2cccc(Cl)c2)c1	3	102	5	0.2	1	0	99	30	0
CCOC(=O)Oc1ccc(/C=C2\N=C(C)OC2=O)cc1	-29	86	6	-1.5	4	0	88	3	0
COc1ccc(OC)c(N(CC(=O)N2CCc3ccccc3C2)S(C)(=O)=O)c1	14	105	4	1.2	10	-1	104	15	2
Fc1cccc(NC(=S)NCCCN2CCOCC2)c1	0	98	7	1.0	10	1	94	21	0
COc1ccc(-c2c3c(=O)n(C)c(=O)n(C)c3cn2-c2ccc(O)cc2)cc1	0	99	8	3.3	-3	4	102	-4	4
COc1ccc(-n2c(Cc3cccn3C)nnc2SCC(N)=O)cc1	2	108	4	-2.6	-1	-1	102	-2	0
C=CCn1c(N)cc(=O)nc1SCC(=O)Nc1ccc2ccccc2c1	4	108	2	1.3	3	0	113	-3	0
c1cc2c(cc1CN1CCN(C3CCCCCC3)CC1)OCO2	5	88	1	0.8	2	2	105	6	0
COc1ccc(/C=C/C(=O)Nc2ccccc2Cl)cc1S(=O)(=O)N1CCOCC1	-3	u	5	0.1	2	1	88	-1	0
CCc1cc2c(=O)c(-c3ccc4c(c3)OCCO4)coc2cc1OS(C)(=O)=O	3	98	7	2.7	7	-3	104	16	0

Another view of some results above.
Sequence of screens – GLD-1 RNA inh, AGP1 TOR yeast, Bcl-xL primary, MEX-5 binding, MCL1 BIM primary, Fam108B counter, CIT2 TOR yeast, VLA-4 inh, GRK2 inh
O=C(Nc1ccccc1)c1ccc(=O)n(Cc2cccc(Cl)c2)c1
    3, 102, 5, 0.2, 1, 0, 99, 30, 0
CCOC(=O)Oc1ccc(/C=C2\N=C(C)OC2=O)cc1
    -29, 86, 6, -1.5, 4, 0, 88, 3, 0

Following part.
SMILES	GLD-1 RNA inh	AGP1 TOR yeast	Bcl-xL primary	MEX-5 binding	MCL1 BIM primary	Fam108B counter	CIT2 TOR yeast	VLA-4 inh	GRK2 inh
Cc1cccc(C)c1Nc1nnc(SCC(=O)Nc2cc(S(=O)(=O)N3CCCCC3)ccc2Cl)s1	-8	100	-1	4.0	-1	-14	103	0	2
O=C(Cn1cnc2ccccc2c1=O)NCC1COc2ccccc2O1 (centres undefined)	9	107	1	x	3	1	105	1	2
O=Cc1ccc(N2N=C(c3ccccc3)CC2c2ccccc2)cc1 (centres undefined)	1	u	-11	3.5	-13	1	u	-7	46*
OCC1(Cc2cccc(C(F)(F)F)c2)CCN(Cc2cc(F)cc(F)c2)CC1	6	103	6	-0.5	4	2	105	12	0
Cc1ccc(C(c2sc3nc(C)nn3c2O)N2CCN(c3ccccc3F)CC2)cc1 (centres undefined)	-3	94	1	-1.4	-2	2	x	5	2
C=CCNCCCCOc1ccc(C)cc1[N+](=O)[O-]	5	106	8	0.4	9	4	105	-1	1
CN1/C(=C\C(=O)Nc2ccc(F)cc2)C(C)(C)c2ccccc21	1	94	4	-1.8	2	5	79	x	3
COC(=O)c1c(NC(=O)/C=C/C(=O)O)sc(Cc2ccccc2)c1C	0	92	6	1.9	1	3	87	19	1
COC(=O)C1=C(C)N(Cc2ccc(C)cc2)C(=O)/C1=C\c1cc(OC)c(OC)c(OC)c1	7	98	5	-1.7	-5	0	106	13	4
CC(C)(C)Sc1ccc2nc3c(n2c1)CCCC3	2	99	2	1.1	0	-2	100	9	1
CCc1ccc(OCc2nnc(SCc3ccc(C(=O)O)cc3)o2)cc1	-2	96	3	1.3	-1	4	88	-3	0
C[C@@H](NC(=O)[C@@H]1Cc2ccccc2CN1C(=O)OC(C)(C)C)C(=O)NCc1ccco1	-5	89	2	-1.7	-4	8	87	-2	0
CC1CN(C2CCN(C(=O)c3cccc(Cl)c3)CC2)CC(C)O1 (centres undefined)	8	106	2	-0.1	5	2	105	-2	3
COc1ccc(C(=O)NNC(=O)C(=O)N2CCCCC2)cc1OC	3	102	4	-2.8	5	1	104	0	2
Cc1ccccc1S(=O)(=O)NC(=NCc1ccc(F)cc1)c1ccccc1	5	96	x	x	x	x	101	6	0
CC(=O)Nc1ccc(NC(=O)C(C)OC(=O)c2c(C)nn(-c3ccccc3)c2Cl)cc1 (centres undefined)	5	95	-4	x	-7	x	83	3	1
C#CCOCCOCCOCCNc1nc(N2CCN(C(=O)C([C@@H](C)CC)n3cc(C(N)CC(C)C)nn3)CC2)nc(N2CCN(C(=O)[C@H](CCCCN)n3cc(C(N)COC(=O)C(F)(F)F)nn3)CC2)n1 (some centres undefined)	2	83	3	1.3	7	0	81	-5	0
CCOC(=O)c1c(NC(=O)c2ccc(N3C(=O)C4C5C=CC(C5)C4C3=O)cc2)sc2c1CCCC2 (centres undefined)	4	91	0	3.6	2	-5	89	-49	4
CCC(=O)c1c(NCCc2ccccc2)cc(C)oc1=O	0	110	5	1.3	6	0	109	-3	0
CC(=O)Nc1ccc(C(=S)NCc2ccco2)cc1	-3	114	4	0.9	11	4	106	10	20
COc1ccc(NS(=O)(=O)c2ccc3[nH]c(=O)[nH]c3c2)cc1OC	-5	99	6	1.2	0	4	92	19	3

Look-ups from the entries so far:
CCC(=O)c1c(NCCc2ccccc2)cc(C)oc1=O in VLA-4 inh: -3
C#CCOCCOCCOCCNc1nc(N2CCN(C(=O)C([C@@H](C)CC)n3cc(C(N)CC(C)C)nn3)CC2)nc(N2CCN(C(=O)[C@H](CCCCN)n3cc(C(N)COC(=O)C(F)(F)F)nn3)CC2)n1 (some centres undefined) in MEX-5 binding: 1.3

Structural class: those above with an aryl thioether with sulfur outside any ring (8)
SMILES	GLD-1 RNA inh	AGP1 TOR yeast	Bcl-xL primary	MEX-5 binding	MCL1 BIM primary	Fam108B counter	CIT2 TOR yeast	VLA-4 inh	GRK2 inh
CCOC(=O)CSc1nc2sc(C(=O)O)c(C)c2c(=O)[nH]1	5	102	8	1.7	7	-3	94	-3	0
CCc1nc(SCC(=O)NCCc2ccccc2)n[nH]1	-3	u	1	0.0	-5	1	u	-2	1
CCSc1ncnc2c1sc1nc(-c3ccco3)c3c(c12)CC(C)(C)OC3	2	101	7	0.1	2	3	107	-4	1
COc1ccc(-n2c(Cc3cccn3C)nnc2SCC(N)=O)cc1	2	108	4	-2.6	-1	-1	102	-2	0
C=CCn1c(N)cc(=O)nc1SCC(=O)Nc1ccc2ccccc2c1	4	108	2	1.3	3	0	113	-3	0
Cc1cccc(C)c1Nc1nnc(SCC(=O)Nc2cc(S(=O)(=O)N3CCCCC3)ccc2Cl)s1	-8	100	-1	4.0	-1	-14	103	0	2
CC(C)(C)Sc1ccc2nc3c(n2c1)CCCC3	2	99	2	1.1	0	-2	100	9	1
CCc1ccc(OCc2nnc(SCc3ccc(C(=O)O)cc3)o2)cc1	-2	96	3	1.3	-1	4	88	-3	0
